# HTR5A ag: HTR5A agonists in luminescence cell assay, primary screen, counter-screen for OPRM1-OPRD1 heterodimer agonist project, full-deck HTS | cell-based | activation, % at 9.3 µM | hit rate 0.61% among 340,000 | AID 504692, 2011; in the data active means activation mostly above about 9.5%, no sharp cut-off; inactive means mostly below about 7.6%;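 further: 0% = cells with vehicle only and 100% = reference agonist; strong numbers were not always called active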
# Target sequence (P47898 whole entry, looked up): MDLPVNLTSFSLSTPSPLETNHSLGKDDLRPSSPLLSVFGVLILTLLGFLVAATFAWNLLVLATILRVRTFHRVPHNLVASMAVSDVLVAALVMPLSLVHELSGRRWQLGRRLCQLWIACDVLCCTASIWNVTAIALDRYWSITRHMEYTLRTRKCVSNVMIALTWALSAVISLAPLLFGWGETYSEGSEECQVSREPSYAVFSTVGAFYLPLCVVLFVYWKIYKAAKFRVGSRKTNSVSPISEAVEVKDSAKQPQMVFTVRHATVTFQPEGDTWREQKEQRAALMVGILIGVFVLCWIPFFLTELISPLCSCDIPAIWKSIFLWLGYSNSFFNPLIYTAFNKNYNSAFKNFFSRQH
# CDK5 inh: inhibitors of human CDK5/p35 kinase, primary screen, biochemical, single concentration; Recombinant CDK5/p35, ADP-Glo luminescence, 60 min; hit rate 0.01% among 330,000; inhibition, % at 10 µM;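 active means highest replicate inhibition of at least 50% and at least 75% of replicates reaching 50%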;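 further: plate controls were DMSO neutral control for no effect and GW8510 at 10 µM for full effect; many of its hits are not listed in these tables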
# Tat export inh: E. coli Tat export inhibitors, primary screen, MC4100, TorA-mCherry reporter, fluorescence, single point; hit rate 0.036% among 340,000; inhibition, % at 10 µM; AID 488895, 2010;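 active means mean replicate inhibition at least 50% and at least half of replicates individually reaching 50%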;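 further: exported cargo escapes ClpAP degradation while cytoplasmic cargo is degraded and loses fluorescence; 0% = median of neutral control wells and 100% = median of NaSCN control wells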
# PKA-R2B activ: activators of PKA-R2B holoenzyme, primary screen, biochemical, fluorescence polarization, Cy5-IP20, human; cAMP-dependent protein kinase catalytic subunit beta (Homo sapiens) + cAMP-dependent …; PKA-R2B holoenzyme dissociation; R2B truncated from residue 108, S112A mutant; 0% DMSO only, 100% 113 µM cGMP; activation, % at 11.4 µM; hit rate 0.079% among 340,000; AID 504700, 2011;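 active means activation above a cutoff set at the mean over all compounds plus 3 SD, cut at about 18% in these data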;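 further: higher means more holoenzyme dissociation and a rise in polarization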
# Target sequence (P31323 whole entry, looked up, other chains not shown, the tested form may be a part): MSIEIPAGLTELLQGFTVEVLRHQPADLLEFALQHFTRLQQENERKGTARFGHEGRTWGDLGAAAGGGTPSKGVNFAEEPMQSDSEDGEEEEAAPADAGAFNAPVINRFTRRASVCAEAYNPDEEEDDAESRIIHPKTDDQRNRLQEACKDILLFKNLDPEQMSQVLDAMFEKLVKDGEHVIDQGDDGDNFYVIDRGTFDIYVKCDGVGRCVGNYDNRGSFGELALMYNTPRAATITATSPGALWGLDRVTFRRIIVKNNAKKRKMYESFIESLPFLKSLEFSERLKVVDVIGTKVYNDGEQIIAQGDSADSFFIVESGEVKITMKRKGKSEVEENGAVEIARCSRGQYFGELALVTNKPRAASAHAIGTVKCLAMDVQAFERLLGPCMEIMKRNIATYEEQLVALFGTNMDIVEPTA
# E coli growth: E. coli V3065 growth inhibition, primary screen, counter-screen for AddAB inhibitor project, absorbance, OD600; AID 449728, 2010; inhibition, % at 11.9 µM; 18 h; hit rate 0.27% among 330,000;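 active means inhibition above the campaign's mean inhibition across all tested compounds plus 3 SD, cut at about 9.9% in these data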;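 further: uninfected addAB+ strain grown without phage in ampicillin broth; 0% = DMSO wells and 100% = ciprofloxacin 0.95 µg/ml wells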
# AddAB inh: growth inhibition of E. coli expressing H. pylori AddAB, primary screen, AddAB inhibitor project, absorbance | inhibition, % at 11.9 µM | hit rate 0.29% among 330,000; in the data active means inhibition above about 12%;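 further: 0% = vehicle wells of infected cells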
# DAGLB inh: DAGLB lipase inhibitors, primary screen, biochemical, fluorescence, HTS. AID 504411, 2011. Diacylglycerol lipase-beta (Homo sapiens), Q8NCG7. hit rate 0.059% among 340,000. inhibition, % at 5.17 µM. HEK293T DAGLB membrane lysate, EnzChek fluorogenic substrate; in the data active means inhibition above about 34%;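 further: 0% = enzyme with vehicle and 100% = wells lacking enzyme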
# HTR5A inv ag: HTR5A inverse agonists in luminescence cell assay, primary screen, counter-screen for OPRM1-OPRD1 heterodimer inverse agonist project, full-deck HTS. 5-hydroxytryptamine receptor 5A (Homo sapiens), P47898. HTR5A cell line, inverse agonism. inhibition, % at 9.3 µM. hit rate 0.083% among 340,000; in the data active means inhibition mostly above about 23%, no sharp cut-off; inactive means mostly below about 18%;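 further: 0% = cells with DMSO and 100% = no-cell wells with DMSO; some compounds called inactive have numbers as strong as hits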
# Mot1-301 SUMO: yeast Mot1-301 growth rescue at high temperature, primary screen, SUMOylation pathway inhibitor project, S. cerevisiae, ATP luminescence, 38.5C | hit rate 1% among 320,000 | S. cerevisiae Mot1-301 growth rescue; percent above DMSO median, 100 means doubled | growth rescue, % at 18.8 µM;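 active means every valid replicate shows activation above 250% relative to neutral control wells; inactive means the rest, any valid replicate at or below 250%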;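 further: OY570 slx delta 5 strain wells were the positive control but not used for scaling; some compounds called inactive have numbers as strong as hits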
# phage Ecoli inh: growth loss of phage-infected E. coli, primary screen, RecBCD inhibitor project, absorbance, with phage, HTS | inhibition, % at 11.9 µM | hit rate 0.26% among 360,000; in the data active means inhibition above about 11%
# PKA-R1A activ: activators of PKA-R1A holoenzyme, primary screen, biochemical, fluorescence polarization, Cy5-IP20, bovine R1A, mouse PKAc | activation, % at 11.4 µM | hit rate 0.083% among 340,000 | PKA-R1A dissociation; scaled: DMSO 0%, 113 µM cGMP 100% | AID 504707, 2011;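 active means percent activation above the mean of all tested compounds plus 3 SD, cut at about 19% in these data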;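 further: higher means more PKAc released from R1A so a rise in polarization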
# Numbers without * were called inactive; . = no result given.
SMILES,HTR5A ag,CDK5 inh,Tat export inh,PKA-R2B activ,E coli growth,AddAB inh,DAGLB inh,HTR5A inv ag,Mot1-301 SUMO,phage Ecoli inh,PKA-R1A activ
Cc1ccccc1NC(=O)C1CCCN(S(=O)(=O)c2ccc3c(c2)C(C)(C)C(=O)N3C)C1 (stereo not given),-7,-1.4,-3,-3,-1.0,1.6,-4,19,-36,1.0,-4
CCCCn1c(N)c(N(Cc2ccccc2OC)C(=O)c2ccc([N+](=O)[O-])s2)c(=O)[nH]c1=O,-3,0.8,-7,-11,-2.9,-2.7,7,9,34,3.8,-3
O=C(C[n+]1ccsc1)c1ccccc1,-1,-2.9,-5,-7,-1.0,2.3,0,0,-4,3.3,1
CC(C(=O)NCCS(=O)(=O)c1ccc(Cl)cc1)S(=O)(=O)c1ccc(Cl)cc1 (stereo not given),-14,-0.9,10,0,-0.1,2.8,-1,0,-9,1.4,2
O=C(c1cccc(S(=O)(=O)N2CCOCC2)c1)N1CCOCC1,0,-1.5,-7,0,-0.1,0.7,1,13,0,3.0,2
CC(C)(C)c1ccc(-c2nnc(SCCC#N)n2C2CCCC2)cc1,0,-0.1,22,-10,-0.8,-1.9,-15,-4,.,1.9,-2
COC(=O)c1cc2c(C)cc3ccc(C)cn3c-2c1C(=O)OC,1,1.2,-1,-3,1.7,3.3,5,-5,6,2.4,-6
CCC1CCc2sc(C(=O)N3CCN(c4ccccn4)CC3)cc2C1 (stereo not given),-5,-0.7,-2,-4,1.8,-0.5,-2,11,-7,2.1,-9
O=C(Nc1cccc(Cl)c1)c1cncn1-c1ccc(F)cc1,7,-0.3,15,-5,0.7,1.3,4,-21,-10,4.7,1
C#CCN1C(=O)S/C(=C/C=C/c2ccc(N(C)C)cc2)C1=O,3,1.3,-2,12,-0.8,0.5,1,-28,-16,1.8,-6
COc1ccc(-c2nc(CN3CCCCC3CCc3ccccn3)c(C)o2)cc1 (stereo not given),5,0.0,-6,1,2.5,2.1,1,-14,547,3.6,-14
CC(C)(C)n1nc2c(c1NC(=O)c1cc3ccccc3o1)CSC2,0,0.3,-3,2,-3.5,3.1,1,-18,14,-1.5,-10

# Compound profiles, from the list above:
# CCCCn1c(N)c(N(Cc2ccccc2OC)C(=O)c2ccc([N+](=O)[O-])s2)c(=O)[nH]c1=O in the list: HTR5A ag: -3; CDK5 inh: 0.8; Tat export inh: -7; PKA-R2B activ: -11; E coli growth: -2.9; AddAB inh: -2.7; DAGLB inh: 7; HTR5A inv ag: 9; Mot1-301 SUMO: 34; phage Ecoli inh: 3.8; PKA-R1A activ: -3
# C#CCN1C(=O)S/C(=C/C=C/c2ccc(N(C)C)cc2)C1=O in the list: HTR5A ag: 3; CDK5 inh: 1.3; Tat export inh: -2; PKA-R2B activ: 12; E coli growth: -0.8; AddAB inh: 0.5; DAGLB inh: 1; HTR5A inv ag: -28; Mot1-301 SUMO: -16; phage Ecoli inh: 1.8; PKA-R1A activ: -6

# Next entries:
SMILES,HTR5A ag,CDK5 inh,Tat export inh,PKA-R2B activ,E coli growth,AddAB inh,DAGLB inh,HTR5A inv ag,Mot1-301 SUMO,phage Ecoli inh,PKA-R1A activ
CC1=CC(C)=Nc2ccccc2N1,1,-0.3,6,-10,1.0,2.7,1,-2,-12,2.2,6
COc1cc(-c2nc3ccc4ccccc4c3c3c2CCC3)ccc1O,-4,-4.4,8,-12,-5.5,-2.5,-2,11,79,2.9,-15
COc1cc(C2NC(=O)NC(c3ccccc3)=C2C(C)=O)ccc1OCC(=O)O (stereo not given),4,-1.2,-4,6,-0.1,-0.6,0,13,4,0.9,4
OCCSc1nc2ccccc2n1CCOc1ccccc1,-3,-0.6,-5,6,-0.4,2.1,-3,14,-7,4.4,-8
O=C(c1ccc(F)cc1F)N1CCN(c2ncccn2)CC1,2,-5.5,19,0,1.9,2.6,2,-8,-20,0.2,-1
O=c1nc(-c2ccccc2)n(-c2ccc(Cl)cc2)[nH]1,3,0.8,-2,-6,-1.7,1.9,-1,0,-7,4.1,4
COc1ccccc1NC(=O)C1CCN(C(=O)c2ccc(C(C)(C)C)cc2)CC1,5,-2.6,5,-3,-0.9,5.9,-4,-13,-2,0.7,4
COc1ccc(CN2CCCC(CO)(Cc3ccc(F)cc3)C2)cc1C (stereo not given),-2,0.8,-5,-1,-3.2,-0.5,-4,7,1,1.0,7
Cn1cnc([N+](=O)[O-])c1SCC(=O)NN,2,-0.3,-1,-4,-0.9,2.0,1,5,.,0.3,-11
CCOc1ccc(-n2c(=S)sc3c(=O)[nH]c(SCC(=O)C(C)(C)C)nc32)cc1,0,0.5,0,-14,-0.2,5.3,11,0,-9,2.4,-22
O=C(c1ccco1)N1CCN(C(=O)C2c3ccccc3Oc3ccccc32)CC1,-4,-3.0,0,-1,-1.2,-0.7,-3,9,33,0.9,-1
CCN1C(=O)NC(c2cccnc2)C(C(=O)OC)=C1C (stereo not given),6,-2.9,-5,2,-2.7,-2.7,-1,-15,-31,0.5,-4
O=C(Nc1ccccc1N1CCOCC1)c1ccco1,7,-0.7,-6,-12,-1.1,2.5,1,-5,56,1.9,0
O=[N+]([O-])c1cccc(NC(=S)N2CCOCC2)c1,0,2.6,-3,0,1.0,0.9,-2,-5,-20,2.9,-4
Cc1cc(NC(=O)CSc2nc(-c3ccc(Cl)cc3)cs2)no1,20*,0.0,2,-3,0.2,0.9,-3,-53,-14,3.2,-9
CCC1CCCCN1C(=S)NC(=O)c1cccc([N+](=O)[O-])c1 (stereo not given),-1,-1.6,4,-9,-2.6,-5.0,-2,12,197,-3.1,2
CC(=O)Nc1nc(-c2ccccc2)cc(-c2ccco2)c1C#N,1,0.9,-5,-4,2.5,0.3,1,-3,8,2.7,3
O=C(O)C1C2C=CC(C3CC23)C1C(=O)N1CCc2ccccc21 (stereo not given),6,-1.2,-3,-1,-1.7,1.6,2,-15,-3,1.6,-2
O=C(CN1CCN(c2ccc(F)cc2)CC1)Nc1cc(C(F)(F)F)ccc1Cl,-8,-8.2,20,-7,1.8,2.7,-1,18,-10,1.8,-5
CCn1cc(C(=O)OCC(=O)NCc2ccc3c(c2)OCO3)c(=O)c2ccc(C)nc21,2,-1.1,2,-9,0.2,-1.2,4,-4,6,2.5,-3
CCCCCCn1c(SCC(=O)OC)nc2c1c(=O)[nH]c(=O)n2C,-4,0.2,1,-3,2.4,-0.3,3,11,-7,2.8,-6
O=C(NC1CCCC1)C(c1ccccc1F)N(C(=O)c1csnn1)c1ccccc1 (stereo not given),7,1.4,4,9,.,.,-2,-19,.,0.8,-7
COCCCNC(=S)N(CCCO)Cc1cc2cc3c(cc2[nH]c1=O)OCCO3,0,0.4,1,-8,-0.1,1.6,1,-7,-2,1.8,-6
COCc1nnc(NC(=O)CCCOc2ccccc2OC)s1,5,2.3,4,-1,0.8,0.4,1,5,126,2.8,-5
Nc1sc(-c2ccccc2)cc1-c1n[nH]c(=S)n1C1CCCCC1,.,2.3,0,.,-1.2,2.6,.,.,14,3.8,.
Cc1ccccc1N1CCN(Cc2cc3c(cc2[N+](=O)[O-])OCO3)CC1,5,2.2,-3,-8,0.2,7.5,-8,-8,261,2.1,3
COc1ccc(C(=O)NCC(=O)N/N=C/c2ccco2)cc1OC,-1,-6.0,39,-15,4.7,4.9,1,2,-14,2.3,2
COc1ccc(C(=O)SC2=NCCS2)cc1OC,1,-0.3,1,1,0.8,0.7,1,-8,434,3.1,-1
CC1CC(=O)C2=C(C1)Nc1ccccc1N(C(=O)COc1ccccc1)C2c1ccco1 (stereo not given),-6,0.6,-17,8,-3.8,2.0,-2,5,8,1.7,-13
Cc1ccc(NC2=C/C(=N\S(=O)(=O)c3cccs3)c3ccccc3C2=O)c(C)c1,-3,4.3,5,-7,2.8,4.8,50*,8,-33,.,3
Cc1sc2nc(Cc3ccccc3)[nH]c(=O)c2c1-c1ccccc1,-2,-1.9,-11,8,-1.6,-0.4,0,4,-1,4.3,1
O=C(NCCc1ccccc1)c1cc(S(=O)(=O)N2CCCC2)ccc1F,1,-4.0,-9,-5,1.4,2.0,-2,-5,-3,0.5,12
CC1(c2nnc(-c3cccc(Cl)c3)o2)CC(c2ccc(C#N)cc2)=NO1 (stereo not given),-5,1.7,-4,-6,-0.7,4.1,-1,14,0,4.4,-1
CC(=O)Nc1ccc(S(=O)(=O)NCC(=O)NNC(=O)COc2c(C)cccc2C)cc1,-1,-3.9,-9,1,1.2,0.2,1,-1,-2,1.5,0
O=C(O)C1(C(=O)O)CCCC1,-2,0.4,-3,-1,.,.,-1,8,.,3.5,-9
COc1ccc(C2=NS(=O)(=O)N(C)C(C(=O)N(C)Cc3ccccc3)=C2)cc1,15,-0.6,-5,4,-0.1,0.5,-5,-45,-7,2.0,-1
C/C(=N/NS(=O)(=O)c1ccc(C(C)(C)C)cc1)c1ccc2c(c1)OCO2,0,-2.0,6,-12,.,.,-1,3,5,-0.2,-10
CN1CCN(C(=O)CCC(=O)NCc2ccc(F)cc2)CC1,1,-0.5,-2,0,-1.7,0.9,-1,-3,8,1.1,4
CCCS(=O)(=O)N1CCCC(C(=O)Oc2ccccc2Cl)C1 (stereo not given),0,-0.4,0,-3,-1.4,0.3,-2,0,-24,2.0,-6
COc1ccc(C2CC(c3ccccc3)=NN2C(=O)CSc2ncccn2)cc1 (stereo not given),2,-1.7,8,-3,-1.9,1.6,-1,16,46,-0.4,-13
COc1ccc(/C(C)=N/Nc2ccc(C(=O)O)cc2)cc1OC,1,-0.4,-8,0,1.4,2.9,2,-11,107,2.0,1
Cc1ccc(S(=O)(=O)N2CCN(C(=S)NCCc3ccccc3)CC2)cc1,0,-0.2,2,-1,2.0,0.7,-1,-1,.,4.6,-2
Cc1cc(Nc2ccc3c(c2)OCCO3)n2ncnc2n1,5,13,1,-3,0.0,1.2,1,-20,3,3.7,1
O=C(Nc1nc(-c2ccccc2)cs1)C1CCCO1 (stereo not given),1,-2.0,9,-3,1.2,0.4,-3,-24,4,2.6,-2
COc1ccc(NC(=O)CN(C)C(=O)c2ccc(-c3ccccc3Cl)o2)cc1,1,0.4,3,-10,-0.1,3.5,0,-1,1,3.7,-2
Cn1c(SCC(=O)NCc2cccs2)nnc1-c1ccco1,-4,-1.2,0,-2,-1.6,0.8,-2,-24,-9,2.6,5
COc1ccc(C2/C(=C(/O)c3ccc(F)cc3)C(=O)C(=O)N2CCCN(C)C)cc1 (stereo not given),2,0.4,2,-9,.,.,2,-6,.,-0.4,-1
CCOc1ccccc1NC(=O)Nc1cc(C(=O)O)ccc1C,2,0.1,-5,-1,1.0,3.9,1,-5,6,2.6,0

# Bioassay records deposited in PubChem by several laboratories.
